Growth percent in the NCI-60 one-dose screen (48 h, 10 µM unless noted): 100 = growth as untreated, 0 = no growth, -100 = all killed.
SK-MEL-5 = SK-MEL-5 melanoma; 80,000 compounds, 6.4% hits; AID 1794755
SK-MEL-2 = SK-MEL-2 melanoma; 77,000 compounds, 4.7% hits
HS 578T = HS 578T breast cancer | AID 1794788 | 78,000 compounds, 4.1% hits
SK-MEL-28 = SK-MEL-28 melanoma | AID 1794761 | 81,000 compounds, 4.1% hits
MDA-MB-435 = MDA-MB-435 melanoma; 82,000 compounds, 7.8% hits; AID 1794794
LOX IMVI = LOX IMVI melanoma | 79,000 compounds, 7.4% hits | AID 1794757
T-47D = T-47D breast cancer. 79,000 compounds, 5% hits. AID 1794792
BT-549 = BT-549 breast cancer. 78,000 compounds, 4.4% hits
* hit, by the source's call; nt = not tested or not shown; & = joins results of further samples; [ ] = another dose, or the depositor's remark. The calls were made as follows: active = growth percent below 10; inactive = the rest.

Short forms: A = SK-MEL-5; B = SK-MEL-2; C = HS 578T; D = SK-MEL-28; E = MDA-MB-435; F = LOX IMVI; G = T-47D; H = BT-549
COc1ccc(-c2nc3ccccc3c(=O)n2Cc2ccco2)cc1COc1ccc(NC(C)=O)cc1
  A: 41[3 µM]	B: 103[3 µM]	C: 76[3 µM]	D: 72[3 µM]	E: 85[3 µM]	F: 26[3 µM]	G: 84[3 µM]	H: 64[3 µM]

O=C1CCC(Nc2ccc(F)cc2)N1 (centres undefined)
  A: 105	B: 94	C: 106	D: 106	E: 111	F: 80	G: 95	H: 97

CCOC(=O)c1sc(N)nc1C(F)(F)F
  A: 105	B: 92	C: 130	D: 116	E: 110	F: 113	G: 96	H: 94

COc1ccc(NC(=O)Cn2c(/C=C/c3ccc4c(c3)OCO4)nc3ccccc3c2=O)cc1
  A: nt	B: 101	C: 73	D: 97	E: 93	F: 61	G: 97	H: nt

COc1ccc(-c2nc3ccc(-c4nnc(SCC(=O)Nc5ccc(Cl)cc5)o4)cc3[nH]2)cc1
  A: 92	B: 104	C: 97	D: 99	E: 106	F: 88	G: 87	H: 121

CCN(CC)c1ccc(/C=N/NC(=O)c2ccc(NS(C)(=O)=O)cc2)c(O)c1
  A: 0.1*	B: 41	C: 56	D: 23	E: 29	F: 0.3*	G: 26	H: 12

COc1ccc(OC)c(NP2(=O)OCC(C)([N+](=O)[O-])CO2)c1 (centres undefined)
  A: 106	B: 101	C: 104	D: 114	E: 111	F: 100	G: 101	H: 95

O=C(O)c1sc(C(=O)O)c(-c2ccccc2)c1-c1ccccc1
  A: 105&100	B: 101&111	C: 103&98	D: 106&97	E: 109&99	F: 99&108	G: 97&105	H: 112&92

Nc1cc(Cl)c(O)c(Cl)c1
  A: 109	B: 129	C: 98	D: 116	E: 113	F: 114	G: 109	H: 103

ClC(Cl)(Cl)c1nc(Nc2nc(-c3ccccc3)cs2)nc(-c2ccncc2)n1
  A: 98	B: 112	C: 99	D: 107	E: 104	F: nt	G: 103	H: 99

COC(=O)[C@]1(Cc2ccccc2)[C@H](C)C(=O)N1[C@@H](C(=O)NC(C)(C)C)c1ccc(OC)cc1
  A: 97	B: 98	C: 98	D: 109	E: 93	F: 79	G: 83	H: 103

O=C(O)c1ccc(-n2cc(/C=N/Nc3ccc(Br)cc3)c(-c3ccc(F)c(F)c3)n2)cc1
  A: 64	B: 41	C: 78	D: 60	E: 81	F: 37	G: 44	H: 96

O=C(c1ccc(-n2c(=O)[nH]c3ccccc3c2=O)cc1)N1CCCCC1
  A: 105	B: 101	C: 100	D: 105	E: 102	F: 108	G: 98	H: 74

S=C(Nc1ccccc1)Nc1ccc(Nc2ncnc3sc4c(c23)CCN(Cc2ccccc2)C4)cc1
  A: 90	B: 104	C: 96	D: 102	E: 100	F: 100	G: 45	H: 89

O=C(CSc1ccc(-c2ccc(Cl)cc2)nn1)Nc1ccc(Cl)c(C(F)(F)F)c1
  A: 56	B: 60	C: 71	D: 67	E: 1.0*	F: 47	G: 58	H: 75

NC(=O)C1(Nc2ccc(-c3ccc(Br)cc3)cc2)CCCC1
  A: 91	B: 95	C: 100	D: 111	E: 103	F: 83	G: nt	H: 61

Cc1nn(-c2ccc(F)cc2)c2ncnc(Cl)c12
  A: 94	B: 89	C: 95	D: 105	E: 109	F: 93	G: 100	H: 112

Oc1ccccc1C=NCCN1CCN(CCN=Cc2ccccc2O)C1c1ccccc1O (centres undefined)
  A: 109	B: 94	C: 83	D: 115	E: 104	F: 90	G: 91	H: 103

CC(C)CCCC(C)N (centres undefined)
  A: 103&106	B: 95	C: 128&112	D: 106&106	E: 109	F: 111&98	G: 100&105	H: 108

Cc1ncc(-c2ccc(Cl)s2)c(NC2CCCCCC2)n1
  A: 99	B: nt	C: 110	D: 109	E: 106	F: 101	G: 82	H: 102

O=c1[nH]c(=O)n([C@H]2CC=C(CO)O2)cc1F
  A: 47	B: 94	C: 83	D: 66	E: 53	F: 49	G: 69	H: 63

COC(=O)C1(CC(=O)c2cccc3ccccc23)NC(=S)NC(=O)C1C#N (centres undefined)
  A: 102	B: 105	C: 116	D: 120	E: 113	F: 98	G: 123	H: 137

Nc1nc2c(c(=O)[nH]1)C(c1ccccc1)C=C(C(=O)O)N2 (centres undefined)
  A: 104	B: 124	C: 91	D: 104	E: 98	F: nt	G: 106	H: 94

COc1ccc(-c2[nH]nc(N)c2-c2cc(OC)c(OC)c(OC)c2)cc1
  A: -17*	B: 43	C: 26	D: 48	E: -69*	F: 12	G: 53	H: 3.4*

COc1cc(/C=C2\CC/C(=C\c3ccc(OCCn4ccnc4)c(OC)c3)C2=O)ccc1OCCn1ccnc1
  A: 47	B: 95	C: 122	D: 107	E: 97	F: nt	G: 57	H: 74

Rewritten with two lines to a compound: part of the list above
Each structure is followed by: SK-MEL-5 | SK-MEL-2 | HS 578T | SK-MEL-28 | MDA-MB-435 | LOX IMVI | T-47D | BT-549
Cc1ncc(-c2ccc(Cl)s2)c(NC2CCCCCC2)n1
  99 | nt | 110 | 109 | 106 | 101 | 82 | 102
O=C1CCC(Nc2ccc(F)cc2)N1 (centres undefined)
  105 | 94 | 106 | 106 | 111 | 80 | 95 | 97

Record cards, from the list above.
Nc1nc2c(c(=O)[nH]1)C(c1ccccc1)C=C(C(=O)O)N2 (centres undefined) is listed as SK-MEL-5 = 104; SK-MEL-2 = 124; HS 578T = 91; SK-MEL-28 = 104; MDA-MB-435 = 98; LOX IMVI = nt; T-47D = 106; BT-549 = 94
O=C(O)c1ccc(-n2cc(/C=N/Nc3ccc(Br)cc3)c(-c3ccc(F)c(F)c3)n2)cc1 is listed as SK-MEL-5 = 64; SK-MEL-2 = 41; HS 578T = 78; SK-MEL-28 = 60; MDA-MB-435 = 81; LOX IMVI = 37; T-47D = 44; BT-549 = 96
CCOC(=O)c1sc(N)nc1C(F)(F)F is listed as SK-MEL-5 = 105; SK-MEL-2 = 92; HS 578T = 130; SK-MEL-28 = 116; MDA-MB-435 = 110; LOX IMVI = 113; T-47D = 96; BT-549 = 94

(further entries)
Short forms: A = SK-MEL-5; B = SK-MEL-2; C = HS 578T; D = SK-MEL-28; E = MDA-MB-435; F = LOX IMVI; G = T-47D; H = BT-549
COC(=O)Nc1ccc2c(c1)Cc1cc(NC(=O)OC)ccc1-2
  A: 105	B: 104	C: 112	D: 101	E: 105	F: 101	G: 109	H: 96

CCOC(=O)c1c(C)c2c(n1C)CSc1cc(S(=O)(=O)c3ccccc3)c(=O)[nH]c1-2
  A: -6.6*[100 µM]	B: 31[100 µM]	C: 54[100 µM]	D: 41[100 µM]	E: 19[100 µM]	F: 32[100 µM]	G: 12[100 µM]	H: 4.0*[100 µM]

CCOC(=O)c1ccccc1OC(=O)Oc1ccccc1C(=O)OCC
  A: nt	B: 101	C: nt	D: 106	E: 107	F: 101	G: 102	H: 103

CCOC(=O)C1=NN(c2ccccc2)C(=O)/C1=C\N1C(=O)/C(=C/c2cccc(O)c2)SC1=S
  A: 95	B: 100	C: 94	D: 111	E: 109	F: 88	G: 93	H: 97

O=C(Cn1nc(-c2ccccc2)ccc1=O)N/N=C/c1ccc(N2CCCC2)cc1
  A: 102	B: 112	C: 99	D: 121	E: 104	F: 105	G: 85	H: 150

CCOC(=O)C1N(Cc2ccccc2)C(=O)c2c(Cl)cc(Cl)cc2N2CCC(=O)C12C(=O)OCC (centres undefined)
  A: 110	B: 93	C: 108	D: 128	E: 80	F: 88	G: 33	H: 115

CCC(C)(S)C(NC(C)=O)C(=O)O (centres undefined)
  A: 110	B: 84	C: nt	D: 102	E: 105	F: 95	G: 98	H: 105

O=C1/C(=C/c2ccc(F)cc2)CN(Cc2cn(CCNc3ccnc4cc(Cl)ccc34)nn2)C/C1=C\c1ccc(F)cc1
  A: -100*	B: -64*	C: 18	D: -80*	E: -86*	F: -94*	G: -31*	H: -91*

O=C(Cn1cc(COn2nnc3ccccc32)nn1)Nc1cccc(Cl)c1
  A: 100	B: 110	C: 104	D: 99	E: 103	F: 97	G: 95	H: 123

CC(=O)Oc1ccc(Br)cc1C(=O)O
  A: 104	B: 100	C: nt	D: 124	E: 104	F: 95	G: 98	H: 98

Cc1nnc2c(Cc3ccccc3)nc3ccccc3n12
  A: 98	B: 110	C: 104	D: 103	E: 93	F: 92	G: 92	H: 92

O=C1C2=C(Nc3cc([N+](=O)[O-])ccc3N2)OC1c1ccccn1 (centres undefined)
  A: 91	B: nt	C: 98	D: 102	E: 104	F: 101	G: 101	H: 87

CCN(CC)CCOC(=O)Nc1c(C(C)C)cccc1C(C)C
  A: 96	B: 124	C: 105	D: 111	E: 102	F: nt	G: 103	H: 117

Compound activity from PubChem.

This is a random part of the collection. Share with any hit: about 12%.
